# FAS-TE inh: FAS thioesterase domain inhibitors, primary screen, biochemical, fluorescence intensity, uHTS; actives 0.67% (n = 360,000); inhibition, % at 15 µM; recombinant FAS-TE, OMFH fluorogenic substrate, fluorescence endpoint; Fatty acid synthase (Homo sapiens), P49327;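 active means compounds whose normalised, plate-corrected inhibition of enzyme fluorescence in the single-dose primary screen is 50% or more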;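 further: 0% = DMSO with enzyme and 100% = substrate without enzyme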
# Rpn11 block: Rpn11 (PSMD14) deubiquitinase inhibitors, primary screen, biochemical, fluorescence polarization, uHTS; 26S proteasome non-ATPase regulatory subunit 14 (Homo sapiens), O00487; human 26S proteasome, Ub4-pepOG fluorescence polarization; 20S core pre-blocked with epoxomicin; actives 0.59% (n = 360,000); calls only at 20 µM;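 active means inhibition at 20 µM, scaled to each plate's controls, above about 33%, limit read from the data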
# NadD block: inhibitors of S. aureus NadD, primary screen, biochemical, colorimetric, uHTS. purified NadD enzyme, colorimetric absorbance read-out. inhibition, % at 20 µM. actives 0.78% (n = 360,000); in the data active means inhibition above about 26%; further: some compounds past the cut are filed as inactive
# SKN-1 inh: suppressors of acrylamide-induced Pgst-4::GFP reporter in worms, primary screen, SKN-1 inhibitor project, whole organism, uHTS, GFP/RFP fluorescence ratio, strain VP596 | AID 624304, 2012 | actives 0.49% (n = 360,000) | C. elegans VP596 Pgst-4::GFP/RFP ratio, 24 h | inhibition, % at 21.8 µM;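 active means interference check ratio from 0.5 to 1.5 plus GFP to RFP signal ratio inhibition reaching or exceeding a fixed threshold, cut at about 30% in these data, passing the limit was not always enough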; further: some compounds called inactive have numbers as strong as hits
# MT1-MMP act inh: blockers of MT1-MMP proenzyme processing, primary screen, HT1080 RFP-PRO-GFP cells, GFP/RFP fluorescence | Matrix metalloproteinase-14 (Homo sapiens), P50281 | GFP/RFP ratio fluorescence, overnight; percent of plate control window, DMSO zero | GFP/RFP ratio change, % at 20 µM | actives 0.061% (n = 360,000);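 active means GFP/RFP ratio change of at least 30% with cell ATP level not reduced by more than half and red fluorescence within 50% of control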; further: strong numbers were not always called active
#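 Assay system: HT1080 RFP-PRO-GFP cells | Dosing: 20 µM single dose, 1% DMSO | Incubation: Cells overnight before dosing, compound overnight, 37 °C, 5% CO2 | Evaluation: GFP/RFP fluorescence ratio | Control set: DMSO-only wells and HT1080 RFP-L50D-GFP cell wells as references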
# Neddylation inh: inhibitors of cullin neddylation, primary screen, biochemical, TR-FRET, uHTS, NAE and Ubc12; NEDD8-conjugating enzyme Ubc12 (Homo sapiens) + NEDD8-activating enzyme E1 regulatory …; calls only at 25 µM; actives 0.58% (n = 360,000); in the data active means inhibition above about 36%
# Target sequence (P61081 whole entry, looked up): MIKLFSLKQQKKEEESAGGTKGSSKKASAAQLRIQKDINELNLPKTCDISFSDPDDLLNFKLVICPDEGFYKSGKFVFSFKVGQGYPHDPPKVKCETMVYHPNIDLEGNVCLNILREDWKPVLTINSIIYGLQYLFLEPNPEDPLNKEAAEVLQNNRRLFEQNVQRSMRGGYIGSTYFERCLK
# Target sequence (Q13564 whole entry, looked up): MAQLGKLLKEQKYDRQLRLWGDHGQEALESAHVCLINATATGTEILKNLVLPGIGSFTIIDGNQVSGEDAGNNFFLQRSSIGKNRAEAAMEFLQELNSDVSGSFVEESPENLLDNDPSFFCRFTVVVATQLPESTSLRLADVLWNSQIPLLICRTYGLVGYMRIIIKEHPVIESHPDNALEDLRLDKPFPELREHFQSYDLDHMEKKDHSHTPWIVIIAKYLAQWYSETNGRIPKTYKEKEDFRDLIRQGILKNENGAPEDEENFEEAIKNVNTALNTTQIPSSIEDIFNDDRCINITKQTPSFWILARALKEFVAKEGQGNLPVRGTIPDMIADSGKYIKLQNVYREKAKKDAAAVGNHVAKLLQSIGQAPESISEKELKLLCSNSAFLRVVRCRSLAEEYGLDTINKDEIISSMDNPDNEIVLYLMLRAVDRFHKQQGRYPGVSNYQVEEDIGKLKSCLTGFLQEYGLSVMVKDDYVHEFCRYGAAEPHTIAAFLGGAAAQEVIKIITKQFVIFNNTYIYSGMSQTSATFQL
# MLLE-PAM2 inh: inhibitors of PABP1 MLLE–PAM2 peptide binding, primary screen, biochemical, fluorescence polarization, FITC-PAM2, GST-MLLE | actives 0.36% (n = 360,000) | inhibition, % at 20 µM; in the data active means inhibition above about 35%, passing the limit was not always enough;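 further: plate controls were DMSO wells with GST-MLLE for no effect and wells lacking GST-MLLE protein for full effect; some results filed as inactive read as strong as hits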
# Rin1 Abl inh: inhibitors of Rin1-Abl protein binding, primary screen, biochemical, TR-FRET; actives 0.4% (n = 360,000); AID 588664, 2011; inhibition, % at 7.35 µM; in the data active means inhibition above about 5%, passing the limit was not always enough
# CSN inh: inhibitors of CSN-mediated cullin deneddylation, primary screen, biochemical, fluorescence polarization, uHTS. COP9 signalosome complex subunit 5 (Homo sapiens), Q92905. Purified CSN, SCF-Nedd8-OG deneddylation. inhibition, % at 12.5 µM. actives 0.38% (n = 360,000). AID 651999, 2013;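 active means pattern-corrected inhibition above about 35%, with an unprinted fluorescence ratio check between 0.5 and 1.5, limit read from the data, passing the limit was not always enough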;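 further: 0% = enzyme with substrate and 100% = substrate without enzyme; some results filed as inactive read as strong as hits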
# Target sequence (Q92905 whole entry, looked up, one chain of several): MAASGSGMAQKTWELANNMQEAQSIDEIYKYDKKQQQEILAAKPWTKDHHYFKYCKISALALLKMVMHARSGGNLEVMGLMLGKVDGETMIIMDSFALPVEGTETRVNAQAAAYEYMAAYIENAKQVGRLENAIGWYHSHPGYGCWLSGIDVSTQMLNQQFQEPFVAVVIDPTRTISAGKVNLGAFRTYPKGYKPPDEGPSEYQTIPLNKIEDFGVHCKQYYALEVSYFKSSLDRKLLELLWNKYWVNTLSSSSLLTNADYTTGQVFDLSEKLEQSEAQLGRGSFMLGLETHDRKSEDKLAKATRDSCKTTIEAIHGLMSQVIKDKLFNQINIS
#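 Schedule: reaction 90 min, room temperature / Assay system: HEK293T-derived human Csn5 enzyme / Input: Csn5 at 0.24 nM final / Measure: inhibition of Csn5 cleavage, % / Control set: substrate-only high control, full reaction low control / Technique: fluorescence polarization of the substrate / Buffer or medium: Tris/NaCl/DTT buffer, pH 7.5 / Reagent: SCFSkp2-Nedd8OG substrate at 10 nM final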
# * marks the source's active call; other numbers are inactive results; i = inactive; x = not tested or not shown; + = active, no number.
SMILES,FAS-TE inh,Rpn11 block,NadD block,SKN-1 inh,MT1-MMP act inh,Neddylation inh,MLLE-PAM2 inh,Rin1 Abl inh,CSN inh
O=S(=O)(c1ccc(Cl)cc1)N1CCN(c2ccccn2)CC1,10,i,-4,-10,1,i,-1,4,3
CN(CC(=O)NCc1ccccn1)S(=O)(=O)c1ccc(F)cc1,0,i,-5,2,-2,i,-2,1,-2
O=S(=O)(Nc1ccc(N2CCOCC2)cc1)c1cccs1,-14,i,14,14,1,i,-9,2,3
Cn1cc(Br)c(C(=O)N/N=C/c2cc3c(cc2Cl)OCO3)n1,1,i,-2,10,-5,i,5,1,2
NC(=O)NCCc1ccccc1,-10,i,1,9,1,i,18,2,0
Cc1csc(NC(=O)CNS(=O)(=O)c2cccs2)n1,-1,i,9,7,-4,i,2,1,-6
S=C(NCc1ccncc1)Nc1ccc(Cl)cc1,-13,i,0,5,2,i,-20,-1,-16
COc1ccc(-c2cc(C(=O)OCC(=O)N3CCCCC3)c3ccccc3n2)cc1OC,9,i,2,8,5,+,9,-4,1
COCCN(C(=O)C1CC(=O)N(Cc2ccccc2)C1)c1nc(-c2ccc([N+](=O)[O-])cc2)cs1 (configuration not stated),26,i,0,14,3,i,31,0,6
CC1CCCN(C(=O)c2nn(C)c3c2CSc2ccccc2-3)C1 (configuration not stated),2,i,1,-11,-2,i,27,1,4
CNc1cnc(-c2cccc(C(=O)N3CCOCC3)c2)cn1,-6,i,-8,-14,0,x,-8,-7,0
N#Cc1ccsc1NC(=O)COC(=O)c1cc(Br)ccc1O,-1,i,16,-4,-3,i,-28,-49,0
COCCN1C(=O)c2oc3ccccc3c(=O)c2C1c1ccc(C(=O)OC)cc1 (configuration not stated),14,i,-3,-10,2,i,2,-1,-1
O=C(Cn1cnc2cc([N+](=O)[O-])ccc2c1=O)NC(c1ccccc1)c1ccccc1,14,i,3,0,3,i,-4,2,5
O=C(Nc1ccc(N2CCOCC2)cc1)C1CCN(S(=O)(=O)c2ccccc2F)CC1,0,i,-3,9,-3,i,-5,1,3
CN(Cc1ccccc1)S(=O)(=O)c1ccc(S(=O)(=O)N(Cc2ccc(F)cc2)C2CCCC2)cc1,18,i,-4,-7,0,i,-6,0,4
CCC1CCCCN1C(=O)c1ccc2c(c1)C(=O)N(c1ccc(C)cc1)C2=O (configuration not stated),7,i,-5,-10,-3,i,2,0,-1
C=CCc1ccccc1OCC(O)CN1CCN(c2ccc(OC)cc2)CC1 (configuration not stated),3,i,-5,-1,6,i,4,-3,5
Cc1ccc(OCCC(=O)OCC(=O)Nc2cc(C)nn2-c2ccccc2)cc1,-2,i,-3,12,2,i,-14,-2,1
CC1(C)Cc2c(sc(NC(=O)C(=O)N3CCN(CCO)CC3)c2C(N)=O)CO1,-5,i,-3,20,-4,i,-8,0,2
C=CCc1cccc(/C=N/NC(=O)CNc2ccccc2)c1O,19,i,-7,19,1,i,0,3,-1
Nn1c(-c2ccc(F)cc2)nc2ccccc2c1=O,-5,i,-3,10,-1,i,2,-1,-2
COc1ccc(NS(=O)(=O)c2cc(NC(=O)Cc3n[nH]c(=O)c4ccccc34)ccc2OC)cc1,-5,i,11,5,-2,i,-2,0,3
Cc1ccc(/C=N/NC(=O)C[n+]2ccccc2)o1,-4,i,-7,-3,2,i,-4,-1,4
Cc1c(Nc2ncnc3c2cnn3-c2ccccc2)c(=O)n(-c2ccccc2)n1C,4,i,5,-2,7,i,9,4,-2
CC(C)(C)CC(C)(C)NC(=S)N1CCN(Cc2ccc3c(c2)OCO3)CC1,6,i,-5,-1,2,i,-70,4,-3
O=C(CNc1ccccc1)Nc1cccc2ccccc12,6,i,-3,9,-1,i,5,-2,-1
Cc1cc(SCc2ccc(F)cc2)nc(=O)[nH]1,-5,i,-1,-2,-3,i,-39,3,5
N#CC(C#N)=C/C=C(\Nc1ccc(Cl)cc1)c1ccc(Cl)cc1,-5,i,0,-2,-7,i,-41,0,108
Cc1cccc(CS(=O)(=O)c2ncc(Cl)c(C(=O)Nc3c(C)cccc3C)n2)c1,36,i,-2,7,-5,i,12,0,-1
COc1ccccc1NC(=O)COc1ccc(C(=O)OCC(=O)N2CCCC2=O)cc1OC,-4,i,4,21,-17,i,0,1,1
CCCCN1C(N)=NC[C@@H]1C(C)O (some centres not stated),-13,i,-2,10,-3,i,-4,0,-1
CSc1nc(NCc2ccco2)c2sc3nc(C(C)C)c4c(c3c2n1)CC(C)(C)OC4,12,i,16,21,-3,i,-14,-3,9
CCOC(=O)C(NC(=O)c1ccccc1)C(C)(C)SCc1ccccc1 (configuration not stated),8,i,-8,-12,-5,i,3,2,-4
O=C(CCS(=O)(=O)c1ccc2c(c1)NC(=O)CO2)NCc1ccccc1,-5,i,2,20,3,i,-9,0,4
CCC(C)NCCCCOc1ccc(Br)cc1 (configuration not stated),-14,i,-8,1,4,i,13,0,-16
O=C(COc1ccc(C2SCCS2)cc1)Nc1ccc(Cl)cc1,-2,i,-2,2,0,i,4,-2,-3
CCOc1ccc(S(=O)(=O)n2nc(C)cc2C)c2ccccc12,14,i,-4,19,1,i,-8,-1,-6
O=C(N=C1SC2CS(=O)(=O)CC2N1c1ccccc1)c1ccccc1 (configuration not stated),8,i,0,4,2,i,-16,0,4
CCn1ccnc1CN1CCc2c([nH]c3ccccc23)C1C(C)(C)C (configuration not stated),10,i,-7,6,-9,i,-6,0,-4
Cc1cccn2c(=O)c(/C=C(\C#N)C(=O)NC3CCS(=O)(=O)C3)c(Oc3ccccc3Cl)nc12 (configuration not stated),13,i,4,1,0,x,2,5,-3
COc1ccc(CC(=O)Nc2sc3c(c2C(N)=O)CCCC3)cc1OC,0,i,-2,-8,-2,i,-8,2,-2
O=C(Nc1nnc(S(=O)(=O)N2CCOCC2)s1)c1cccc(F)c1,-3,i,-7,7,1,i,-4,-2,0
Cc1ccc(C2(CCNS(=O)(=O)c3ccc(C)cc3)CCOC(C(C)C)C2)cc1 (configuration not stated),26,i,-6,-2,-9,i,-4,3,0
COc1ccc(CCNC(=O)C2CCCN2C(=O)NC2CCCCC2)cc1OC (configuration not stated),-2,i,2,2,4,i,-5,2,-3
Cc1ccc(-c2ccc(SCC(=O)Nc3ccc4c(c3)OCCO4)nn2)cc1,15,i,-1,8,7,i,14,-2,-3
N#Cc1cnc(SCC(=O)N2CCCCC2)nc1N,-3,i,-5,4,-2,i,10,2,5
NS(=O)(=O)c1cccc(NC(=O)COC(=O)/C(=C/c2cccs2)c2cccs2)c1,20,i,0,8,0,i,-14,-3,-2
COc1ccccc1S(=O)(=O)Cc1ccc(C(=O)NC2CCCCCC2)o1,0,i,0,-1,-2,i,-18,3,4
COC(=O)c1ccc(S(=O)(=O)N2CCC(c3nc4ccccc4o3)CC2)cc1,-8,i,2,-8,8,i,-10,-2,6
CC(=O)Nc1ccc(S(=O)(=O)N2CCC(c3nc4ccccc4[nH]3)CC2)cc1,0,i,0,-4,4,i,8,1,-3
CCCc1nc2oc3c(NCc4ccccn4)ncnc3c2c2c1COC(C)(C)C2,-1,i,1,24,1,x,-11,0,1
CC1CN(c2nc3ccccc3nc2SCC(=O)Nc2ccc(F)cc2)CC(C)O1 (configuration not stated),24,i,-2,-1,-10,i,6,2,1
CC(C)Oc1ccc(S(=O)(=O)N2CCCCC2)cc1NC(=O)CN1CCCC1c1cccs1 (configuration not stated),34,i,11,6,-26,i,-15,4,-2
COc1ccccc1N=C(C)C1=C(O)COC1=O,-6,i,-5,7,-5,i,-9,-1,1
CC(C)C1COC(c2cccn2Cc2ccccc2Cl)=N1 (configuration not stated),29,i,-2,18,1,i,-4,-2,3
O=C(Nc1ccnn1C1CCN(Cc2cccc(OCCO)c2)CC1)C1CCOC1 (configuration not stated),0,i,-4,4,1,i,-2,3,-2
O=C(NCCCC1CCCC1)C1CCC(=O)N(Cc2ccc(Cl)cc2)C1 (configuration not stated),22,i,-3,-25,3,i,15,-1,-2
COc1cccc2c1cc1c(=O)n(CC(=O)NCc3ccccn3)nc(C)n12,-7,i,-4,4,2,x,15,3,1
CCOc1ccc(CCNC(=O)c2ccc3ccccc3n2)cc1OCC,4,i,3,15,-1,i,-7,3,3

# A second format for three compounds above:
NS(=O)(=O)c1cccc(NC(=O)COC(=O)/C(=C/c2cccs2)c2cccs2)c1
  FAS-TE inh: 20
  Rpn11 block: i
  NadD block: 0
  SKN-1 inh: 8
  MT1-MMP act inh: 0
  Neddylation inh: i
  MLLE-PAM2 inh: -14
  Rin1 Abl inh: -3
  CSN inh: -2
CC1CN(c2nc3ccccc3nc2SCC(=O)Nc2ccc(F)cc2)CC(C)O1 (configuration not stated)
  FAS-TE inh: 24
  Rpn11 block: i
  NadD block: -2
  SKN-1 inh: -1
  MT1-MMP act inh: -10
  Neddylation inh: i
  MLLE-PAM2 inh: 6
  Rin1 Abl inh: 2
  CSN inh: 1
O=C(NCCCC1CCCC1)C1CCC(=O)N(Cc2ccc(Cl)cc2)C1 (configuration not stated)
  FAS-TE inh: 22
  Rpn11 block: i
  NadD block: -3
  SKN-1 inh: -25
  MT1-MMP act inh: 3
  Neddylation inh: i
  MLLE-PAM2 inh: 15
  Rin1 Abl inh: -1
  CSN inh: -2

# The listing continues:
SMILES,FAS-TE inh,Rpn11 block,NadD block,SKN-1 inh,MT1-MMP act inh,Neddylation inh,MLLE-PAM2 inh,Rin1 Abl inh,CSN inh
Cc1cc(Nc2ccc(F)cc2)nc(N)n1,-10,i,8,-5,-1,i,-2,0,0
O=[N+]([O-])c1ccc(F)cc1OCc1nc(-c2cccs2)no1,26,i,-8,16,3,i,19,-3,1
CCCCC(CC)CNC(=O)CC1Nc2c3ccccc3nc(=S)n2C1=O (configuration not stated),-3,i,0,-14,3,i,-112,-4,1
CCc1nnc(NC(=O)c2ccc(S(=O)(=O)N(CC(C)C)CC(C)C)cc2)o1,-8,i,9,-4,-5,i,11,2,-3
CCC(C)(C)NC(=O)C(c1ccc(C)cc1)N(CCN1CCOCC1)C(=O)CNC(=O)c1cccs1 (configuration not stated),-4,i,7,3,3,i,3,6,-16
O=S(=O)(NCCOc1ccccc1)c1ccc2ccccc2c1,-4,i,5,6,7,i,-2,0,-9
CCN(CC)CCn1c(=N)n(CC(O)COc2ccccc2)c2ccccc21 (configuration not stated),-7,i,-6,8,0,i,-7,-3,0
CCOC(=O)c1[nH]c(C)c(C(=O)NCc2ccco2)c1C,-1,i,-3,9,6,i,5,1,3
O=C(c1ccccc1)c1ccc(OCCO)cc1,-5,i,-5,0,0,i,11,4,-2
Cc1ccc(NC(=O)Cc2noc3ccccc23)c(C)c1,-5,i,-6,-4,6,i,2,2,-1
CCOC(=O)c1cnc(Nc2nc3ccccc3o2)nc1CSC(=S)N(CC)CC,18,i,24,-4,-8,i,5,-2,-9
